High-throughput results as filed in PubChem BioAssay.
TcdB inh: TcdB glycohydrolase inhibitors, primary screen, biochemical, single point, plate reader; inhibition, % at 9.99 µM; hit rate 0.24% among 350,000; Toxin B (Clostridioides difficile), P18177; TcdB glycohydrolase enzymatic assay; AID 652162, 2013; in the data active means inhibition above about 10%
BioA inh: M. tuberculosis BioA enzyme inhibitors, primary screen, biochemical, plate reader, single point, HTS. 7,8-diaminopelargonic acid synthase BioA (Mycobacterium tuberculosis). purified M. tuberculosis BioA enzyme. inhibition, % at 9.99 µM. hit rate 0.096% among 360,000. AID 602481, 2012; in the data active means inhibition above about 40%
BH1578 lux ind: inducers of Vibrio cholerae quorum light production without autoinducers, primary screen, BH1578 luxS cqsA deficient, single point. V. cholerae BH1578 lux reporter, luminescence, 6 h. activation, % at 18.7 µM. hit rate 0.16% among 350,000; in the data active means activation mostly above about 9.7%, no sharp cut-off; further: not every result past the cut was called active; inactives centre near 0; reference of the scale not given here
Mtb UGM inh: M. tuberculosis UGM enzyme inhibitors, primary screen, biochemical, fluorescence polarization, single point. UDP-galactopyranose mutase (Mycobacterium tuberculosis (strain ATCC 25618 / H37Rv)), …. purified UGM, fluorescence polarization probe displacement. inhibition, % at 10 µM. hit rate 0.06% among 320,000; in the data active means inhibition above about 10%, passing the limit was not always enough
Target sequence (P9WIQ1 whole entry, looked up): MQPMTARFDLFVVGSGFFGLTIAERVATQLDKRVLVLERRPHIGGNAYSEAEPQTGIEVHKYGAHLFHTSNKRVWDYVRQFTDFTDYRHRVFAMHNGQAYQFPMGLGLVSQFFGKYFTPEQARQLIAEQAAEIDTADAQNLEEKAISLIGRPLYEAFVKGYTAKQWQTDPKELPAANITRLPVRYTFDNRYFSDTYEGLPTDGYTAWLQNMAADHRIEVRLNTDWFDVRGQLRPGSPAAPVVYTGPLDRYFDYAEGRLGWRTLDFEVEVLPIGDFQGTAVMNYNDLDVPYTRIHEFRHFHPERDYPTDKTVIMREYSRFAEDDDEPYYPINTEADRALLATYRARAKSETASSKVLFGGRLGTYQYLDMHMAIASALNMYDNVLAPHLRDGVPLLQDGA
Yp Topo-I inh: Yersinia pestis topoisomerase I inhibitors, primary screen, biochemical, cleavage product accumulation, plate reader, single point; DNA topoisomerase I (Yersinia pestis CO92); Y. pestis Topo-I cleavage product accumulation; activity, % at 10 µM; hit rate 0.064% among 360,000; AID 504884, 2011; in the data active means activity above about 50%, passing the limit was not always enough; further: inactives centre near 2
FadD28 binding: inhibitors of FadD28 bisubstrate probe binding, primary screen, biochemical, fluorescence polarization, single point | hit rate 0.22% among 360,000 | inhibition, % at 12.5 µM; in the data active means inhibition above about 8.5%, passing the limit was not always enough
PfHsp40 rescue: rescue of yeast from PfHsp40 toxicity, primary screen, S. cerevisiae, ATP luminescence; growth rescue, % at 12.5 µM; AID 504582, 2011; S. cerevisiae expressing PfHsp40, growth rescue; hit rate 0.68% among 340,000; in the data active means growth rescue above about 28%, passing the limit was not always enough;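 further: yeast W303a lacking pdr1 and pdr3 grown in galactose medium; growth measured after three days at 30 °C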
Mtb FBA inh: Mtb FBA enzyme inhibitors, primary screen, biochemical, fluorescence, strain H37Rv; purified M. tuberculosis FBA, fluorescence read-out; Fructose-bisphosphate aldolase (Mycobacterium tuberculosis (strain ATCC 25618 / H37Rv)), …; hit rate 2.3% among 360,000; inhibition, % at 1 µM; in the data active means inhibition above about 27%;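 further: 0% = vehicle and 100% = reference inhibitor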
Target sequence (P9WQA3 whole entry, looked up): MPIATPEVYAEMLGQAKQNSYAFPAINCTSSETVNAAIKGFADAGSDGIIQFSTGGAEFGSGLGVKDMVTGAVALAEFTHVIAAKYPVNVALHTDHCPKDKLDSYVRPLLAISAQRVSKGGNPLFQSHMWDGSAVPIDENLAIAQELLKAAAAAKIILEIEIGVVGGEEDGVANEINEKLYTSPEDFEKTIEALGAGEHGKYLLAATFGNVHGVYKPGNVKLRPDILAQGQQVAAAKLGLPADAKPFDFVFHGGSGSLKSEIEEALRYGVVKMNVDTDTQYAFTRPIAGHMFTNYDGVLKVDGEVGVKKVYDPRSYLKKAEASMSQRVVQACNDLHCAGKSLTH
GDH-TPI inh: GDH-TPI coupling enzyme inhibitors, primary screen, artefact control for M. tuberculosis FBA inhibitor project, biochemical, absorbance, full deck | AID 588335, 2011 | GDH-TPI coupled enzyme counterscreen, NADH absorbance | inhibition, % at 4.8 µM | hit rate 1.2% among 360,000; in the data active means inhibition above about 30%;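 further: 0% = DMSO wells and 100% = wells lacking the enzyme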
The depositor's hits bear a star; i = inactive; . = no result given.

SMILES	TcdB inh	BioA inh	BH1578 lux ind	Mtb UGM inh	Yp Topo-I inh	FadD28 binding	PfHsp40 rescue	Mtb FBA inh	GDH-TPI inh
CC(=O)N1c2ccc(S(=O)(=O)N(C)Cc3ccccc3)cc2CC1C (centres undefined)	1.5	3.1	-0.6	-2.7	14	-2.3	4.9	1	-10
COC(C)(C)[C@]12CC(O)(c3ccccc3)ON1[C@H]1CCCCC1N2O (some centres undefined)	.	1.2	.	2.2	3	-3.0	-0.3	0	-9
OCC(O)/C=N/Nc1nc2ccccc2s1 (centres undefined)	-0.4	.	i	-1.4	3	1.6	0.9	4	-1
CC(C)(C)NC(=O)CN(C(=O)C(=O)Nc1ccc2c(c1)OCCO2)C1CC1	-1.1	.	-0.2	0.9	4	.	0.7	1	-7
C[C@H](CO)N1C[C@H](C)[C@@H](CN(C)C(=O)NC2CCCC2)Oc2cc(Br)ccc2S1(=O)=O	0.8	1.1	0.0	.	18	0.1	.	0	0
O=C(NC(c1ccccc1)c1ccc2ccccc2n1)C1CCN(CCOc2ccc(Cl)cc2Cl)CC1 (centres undefined)	-0.2	-2.5	i	.	30	0.3	.	0	10
O=C(Nc1ccccc1Cl)C1C2CCC3C(CCC21)C3(Cl)Cl (centres undefined)	0.6	.	i	1.3	3	-0.5	0.4	0	8
OCC[C@H]1C[C@@H](O)[C@H](O)[C@@]2(CCc3ccccc3CO2)O1	1.1	4.9	i	-2.6	-5	-0.5	-0.1	0	4
Cc1ccccc1NC(=O)/C(C#N)=C/c1ccsc1	.	.	-0.1	1.9	0	-2.4	1.7	-2	23
Cc1ccc2cc(CCNC(=O)C(=O)c3c[nH]c4ccccc34)c(=O)[nH]c2c1	0.6	.	-2.3	-2.5	16	-6.5	-1.2	-1	16
CC(=O)c1cccc(N(CC(=O)O)S(C)(=O)=O)c1	.	-1.3	-0.8	1.5	1	0.1	0.6	0	7
CCN(CC(=O)Nc1ccc(NC(C)=O)cc1)C(=O)c1ccc(C(=O)c2ccccc2)cc1	0.3	5.5	-1.1	-8.2	15	-2.0	-0.8	2	3
Cc1ccc(NS(=O)(=O)c2ccc3c(c2)OCCCO3)cc1S(=O)(=O)N1CCOCC1	-2.1	0.8	0.9	-1.1	10	1.7	-1.6	6	-5
Nc1nonc1OCCN1CCN(c2ccc([N+](=O)[O-])c3cccnc23)CC1	1.6	0.9	i	-0.1	6	-0.7	-1.6	-8	7
COc1ccccc1/C=C/C=N/n1c(-c2n[nH]c3c2CCC3)n[nH]c1=S	1.4	-4.1	-0.9	-2.9	2	0.9	.	6	33*
Cc1n[nH]c(C)c1Sc1ccccc1N	1.7	.	-0.5	0.9	2	-0.8	-0.2	-2	6
CN(C(=O)COC(=O)c1c[nH]c(=O)[nH]c1=O)C1CCCCC1	.	-1.3	0.4	1.1	0	0.8	-0.4	1	-7
N#C/C(=C\c1c(N2CCCCC2)nc2ccccn2c1=O)C(=O)NCc1ccco1	0.8	.	i	-0.8	4	-2.2	-1.0	-1	18
CCOC(=O)c1sc(N2C(=O)C(O)=C(C(=O)c3ccco3)C2c2ccco2)nc1C (centres undefined)	0.1	0.9	-0.3	-1.0	-3	-4.6	0.1	0	7
Cc1occc1C(=O)Nc1nccs1	.	2.0	-1.9	6.1	2	-2.7	-0.4	4	4
CC(C)c1ccc(CN(C(=O)/C=C/c2ccco2)C2CCS(=O)(=O)C2)cc1 (centres undefined)	1.7	.	-0.3	-1.4	-7	-3.4	-0.6	2	0
Cc1cc(Oc2ccccc2)nc(SCC(=O)Nc2ccccc2)n1	.	4.1	.	0.9	21	-2.9	-0.6	1	-10
CCOC(=O)CCNCC1COc2ccccc2O1 (centres undefined)	.	0.9	i	1.2	-1	-3.5	-1.1	8	0
CC1CCC(NC(=O)COC(=O)c2n[nH]c(=O)c3ccccc23)CC1 (centres undefined)	-1.6	0.1	i	0.3	3	0.8	-1.2	1	0
NS(=O)(=O)c1ccc(NC(=O)CN2C(=O)C3C4C=CC(C4)C3C2=O)cc1 (centres undefined)	-0.3	-0.9	0.9	0.9	6	-4.5	-0.2	-1	-5
CCOC(=O)c1c(C)nc2c(C#N)cnn2c1C	.	1.7	-2.0	-3.1	0	-1.0	-0.4	19	-2
COc1cc2nc(C)sc2cc1SC	.	0.8	.	2.5	6	-0.5	5.9	-1	10
CCNC(=O)COc1cc(C)c(Br)c(C)c1	-0.1	-1.2	-0.3	1.0	1	-3.2	0.1	0	2
Cc1nnc(NC(=O)CSc2nnc(CC(=O)Nc3ccccc3Cl)n2C)s1	-0.1	.	-0.3	-1.9	6	.	1.1	1	4
COC(=O)c1cccc(C(=O)N2CCCC(C(=O)c3cccc(OC(C)C)c3)C2)c1 (centres undefined)	2.3	2.3	0.6	-2.3	15	-2.5	-0.8	-1	-2

Entries of single compounds as entered above.
Cc1ccc2cc(CCNC(=O)C(=O)c3c[nH]c4ccccc34)c(=O)[nH]c2c1 reads TcdB inh: 0.6; BioA inh: .; BH1578 lux ind: -2.3; Mtb UGM inh: -2.5; Yp Topo-I inh: 16; FadD28 binding: -6.5; PfHsp40 rescue: -1.2; Mtb FBA inh: -1; GDH-TPI inh: 16
CCN(CC(=O)Nc1ccc(NC(C)=O)cc1)C(=O)c1ccc(C(=O)c2ccccc2)cc1 reads TcdB inh: 0.3; BioA inh: 5.5; BH1578 lux ind: -1.1; Mtb UGM inh: -8.2; Yp Topo-I inh: 15; FadD28 binding: -2.0; PfHsp40 rescue: -0.8; Mtb FBA inh: 2; GDH-TPI inh: 3

The results go on.
SMILES	TcdB inh	BioA inh	BH1578 lux ind	Mtb UGM inh	Yp Topo-I inh	FadD28 binding	PfHsp40 rescue	Mtb FBA inh	GDH-TPI inh
O=C(NCCCN1CCCC1=O)c1cc(S(=O)(=O)N2CCOCC2)c(Cl)cc1Cl	2.1	-0.8	-0.7	.	1	-3.6	-0.4	-3	-2
CC1=C(C(=O)Nc2ccccn2)C(c2cccnc2)n2nnnc2N1 (centres undefined)	0.8	-1.3	i	-0.6	-13	-1.6	-2.3	4	3
NS(=O)(=O)c1ccc(N=C2C(=O)Nc3ccccc32)cc1	1.2	-0.1	-0.3	-0.1	9	0.8	0.1	4	1
COc1cc2c(cc1OC)/C(=C/c1ccc(Br)cc1)C(=O)OC2	.	.	-0.3	-4.0	17	-3.4	1.0	3	21
COc1ccc(C(=O)N(C)c2c(C)n(C)n(-c3ccccc3)c2=O)cc1OC	0.5	.	-0.9	0.5	2	-2.2	-1.0	-1	1
CN(CCOc1ccccc1)C(=O)c1cc(COc2c(F)cccc2F)on1	0.6	-1.4	-0.4	1.7	19	-2.8	1.0	-4	-2
Cc1ccc(-c2cc(C(=O)Nc3ccc4c(c3)OCCO4)c3ccccc3n2)cc1	.	-2.2	4.2	-0.8	-3	-1.2	0.2	2	18
COc1ccccc1N1CN(S(=O)(=O)c2ccc(C)cc2)c2nc3ccccc3nc21	1.5	-2.0	-3.3	2.0	4	-2.1	0.8	2	16
Cc1ccc(NC(=S)Nc2ncccc2C)c(C)c1	.	-0.5	1.5	3.0	21	-6.9	1.5	-1	-4
COc1ccc(-c2cc(C(=O)N3CCCc4ccccc43)no2)cc1	.	1.1	i	-0.1	35	-2.2	4.3	-1	9
CCC1OC(c2ccc([N+](=O)[O-])cc2)=Nc2ccccc21 (centres undefined)	2.0	0.1	-0.3	1.2	3	-2.0	-0.3	-2	1
NS(=O)(=O)c1cc(C(=O)O)c(NCc2ccco2)cc1Cl	0.9	1.7	-0.3	1.0	-2	-1.1	-1.7	-2	8
CCCC(C)NC(=O)COc1ccc(S(=O)(=O)c2ccc(OCC(=O)NC(C)CCC)cc2)cc1 (centres undefined)	.	0.5	i	0.3	18	-0.1	0.3	2	-2
O=C(Nc1ccc([N+](=O)[O-])cc1)c1cccc([N+](=O)[O-])c1	2.4	1.7	-0.7	.	-6	-2.1	.	-3	9
COc1ccc(C(=O)N/N=C/c2sc(=O)n(Cc3cccc(C(=O)O)c3)c2Cl)cc1	-1.2	0.5	i	-0.5	3	-12	0.1	-5	36*
COc1ccccc1NS(=O)(=O)c1cccc(C(=O)OCc2nc3ccccc3s2)c1	.	.	-3.7	-1.6	42	-0.1	-0.7	1	8
Cc1ccc(NC(=O)c2cc3c(=O)oc4ccccc4c3s2)nc1	.	.	-0.3	.	-7	-1.5	-1.3	0	7
CCCCCC(=O)NNC(=O)Cc1ccc([N+](=O)[O-])cc1	2.3	0.0	i	0.3	5	0.3	-0.5	0	2
Cc1c(-n2cc(C(=O)O)c(=O)c3cc(F)c(N4CCCC(O)C4)c(F)c32)c(=O)n(-c2ccccc2)n1C (centres undefined)	0.6	.	-0.5	-1.1	-3	0.1	-0.4	7	12
Cc1cc(C)c2c(N=NN3CCOCC3)[nH]nc2n1	1.3	.	-0.2	-0.7	-3	-3.1	-0.7	1	20

A few values from above:
Yp Topo-I inh result of `Cc1occc1C(=O)Nc1nccs1` : 2
PfHsp40 rescue result of `COc1ccccc1NS(=O)(=O)c1cccc(C(=O)OCc2nc3ccccc3s2)c1` : -0.7

(listing goes on)
SMILES	TcdB inh	BioA inh	BH1578 lux ind	Mtb UGM inh	Yp Topo-I inh	FadD28 binding	PfHsp40 rescue	Mtb FBA inh	GDH-TPI inh
N#Cc1ccc(C(=O)N2CCN(C(=O)C3CCCO3)CC2)cc1 (centres undefined)	0.0	-0.9	i	.	0	-1.9	2.6	0	3
O=C1C=C(NNC(=O)c2ccccc2Br)CCC1	-0.6	-9.6	i	-5.2	-7	-0.2	-0.4	4	9
Cc1ccc2nc(N(CCCN(C)C)C(=O)CN3C(=O)c4ccccc4C3=O)sc2c1	-0.5	.	-0.5	-1.3	-16	-3.7	-0.2	-1	-6
CN(C(=O)c1ccccc1C(=O)OCC(=O)c1ccccc1)c1ccccc1	-2.7	-1.3	10	0.0	9	-2.4	-1.5	-3	-1
Nn1c(Cc2ccccc2)nc2ccccc2c1=O	0.0	0.7	-0.2	-2.9	1	0.3	1.1	-5	-12
COc1cccc(CN2CCN(CC(=O)Nc3ccccc3Cl)CC2)c1	.	1.9	i	0.4	20	-2.2	0.2	-1	1
CCc1ccc(/C(C)=N/NC(=O)c2c[nH]c3ccccc23)s1	1.1	-0.8	-0.2	-1.6	9	0.5	1.3	2	14
COc1cccc(C2CC(c3cccs3)=NN2C(=S)Nc2ccccc2)c1OC (centres undefined)	.	-1.9	i	0.5	18	-0.1	0.1	3	23
CC(NC(=O)C1CCCN(S(=O)(=O)N2CCOCC2)C1)c1ccccc1 (centres undefined)	2.3	1.4	i	-0.4	-2	-1.0	0.6	1	4
O=C(Nc1nnc(-c2ccco2)s1)C1CC1	.	-0.7	1.3	-1.7	0	-1.4	-0.5	11	3
N#CC1=C(c2ccc(-c3ccccc3)cc2)COC1=O	0.5	.	i	1.1	5	-0.1	-1.0	1	-2
CCOC(=O)c1c(C)[n+]([O-])c2ccc3c(non3O)c12	1.4	.	i	0.9	5	-0.6	0.9	-4	-4

Limited to FadD28 binding (7 entries from above):
mol | FadD28 binding
O=C1C=C(NNC(=O)c2ccccc2Br)CCC1 | -0.2
Cc1ccc2nc(N(CCCN(C)C)C(=O)CN3C(=O)c4ccccc4C3=O)sc2c1 | -3.7
CN(C(=O)c1ccccc1C(=O)OCC(=O)c1ccccc1)c1ccccc1 | -2.4
Nn1c(Cc2ccccc2)nc2ccccc2c1=O | 0.3
COc1cccc(CN2CCN(CC(=O)Nc3ccccc3Cl)CC2)c1 | -2.2
CCc1ccc(/C(C)=N/NC(=O)c2c[nH]c3ccccc23)s1 | 0.5
COc1cccc(C2CC(c3cccs3)=NN2C(=S)Nc2ccccc2)c1OC (centres undefined) | -0.1

This is a random part of the collection; about 4.6% have a hit in one of these screens.
